Source: PubChem BioAssay (Broad Institute)
CFTR F508del cor = CFTR F508del correction in bronchial cells | CFBE cells, YFP halide quenching; stimulated with forskolin plus potentiator P3; % fluorescence drop versus neutral controls | activity (quench increase), % at 7.58 µM | hit rate 0.36% among 350,000;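 active means mean added fluorescence quench of at least 8% versus neutral control, with both replicates also reaching 8%; inconclusive means only one of the mean or replicate conditions met; inactive means mean below 8% and not both replicates reaching 8%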;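 further: cells transiently co-express mutant CFTR-F508del with the halide-sensitive YFP; corrector assay measuring rescue of mutant channel to the surface after 24 h compound exposure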
RAD52 inh = RAD52 (human) annealing inhibition | hit rate 0.46% among 360,000 | recombinant RAD52 DNA annealing, FRET fluorescence | P43351 | inhibition, % at 18.7 µM;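 active means every replicate showing at least 50% inhibition; inconclusive means mean inhibition at least 50% but not in every replicate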
RAD54 inh = RAD54 (human) branch migration inhibition. RAD54 Holliday junction branch migration, FAM/BHQ fluorescence. hit rate 0.14% among 360,000. inhibition, % at 10.4 µM;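 active means mean normalized replicate activity at least 40 and at least half of replicates scoring 40 or more; inconclusive means only one of the two criteria met; inactive means mean below 40 and under half of replicates reaching 40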;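 further: 0% = median of neutral control wells and 100% = median of positive control wells; inhibitors cause a drop in the FAM fluorescence signal; in these data hits start at about 50%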
E-sel inducer = induces E-selectin expression in human endothelial cells. HUVEC E-selectin immunofluorescence imaging; normalized: neutral wells 0, TNF-alpha wells 100. activation, % at 7.58 µM. hit rate 0.37% among 260,000. AID 686992;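 active means mean E-selectin-positive cell signal at least 10% of the positive control, reached in at least 60% of replicates, without over 20% cell loss; inconclusive means no rule given, readout overlaps actives, possibly toxicity-flagged; inactive means the rest, including those meeting only one limit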;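 further: in these data hits start at about 27%; measured in HUVEC primary endothelial cells; signal is the percent of cells scored E-selectin positive by PE staining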
Target sequence (P16581 whole entry, looked up): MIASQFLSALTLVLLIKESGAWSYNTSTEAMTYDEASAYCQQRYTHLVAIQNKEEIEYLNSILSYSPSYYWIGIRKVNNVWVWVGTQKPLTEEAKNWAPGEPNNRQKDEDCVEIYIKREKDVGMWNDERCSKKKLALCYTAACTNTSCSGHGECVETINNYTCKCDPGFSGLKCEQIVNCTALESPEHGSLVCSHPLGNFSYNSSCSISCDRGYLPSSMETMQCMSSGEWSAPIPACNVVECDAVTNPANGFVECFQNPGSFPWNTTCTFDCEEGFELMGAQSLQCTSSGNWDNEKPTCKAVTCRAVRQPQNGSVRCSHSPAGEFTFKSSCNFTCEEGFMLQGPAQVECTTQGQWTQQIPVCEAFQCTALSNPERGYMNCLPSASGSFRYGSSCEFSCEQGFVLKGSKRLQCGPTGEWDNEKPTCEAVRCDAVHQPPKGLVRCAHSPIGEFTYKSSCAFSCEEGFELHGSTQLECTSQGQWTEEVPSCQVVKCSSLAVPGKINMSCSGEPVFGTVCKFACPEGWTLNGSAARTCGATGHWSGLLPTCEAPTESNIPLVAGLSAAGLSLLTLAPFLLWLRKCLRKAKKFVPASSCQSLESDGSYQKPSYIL
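Test system: HUVEC; input: 3,000 HUVEC/well; measured by: immunofluorescence imaging; read-out: % PE-positive cells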
XiGFP reactiv = activators of X-chromosome reactivation in mouse fibroblasts | XiGFP mouse fibroblasts, % GFP-positive cells imaging, 3 d; cells co-treated with 5-aza-dC sensitizer; scaled so ellipticine positive control = 100% | activation, % at 7.58 µM | hit rate 0.055% among 360,000 | AID 743238;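 active means mean normalized replicate activation at least 10% and every replicate at or above 10%; inconclusive means only one of the two criteria met; inactive means mean below 10% and not all replicates reach 10%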;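 further: 0% = median of on-plate neutral control wells and 100% = ellipticine 6 µM median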
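System: 68-5-11 XiGFP fibroblast line | Buffer or medium: DMEM containing 5-aza-dC | Compound: Single point | Times: Compounds 3 days, fix/stain 15 min at room temperature | Benchmarks: Positive control ellipticine, 6 µM final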
Casp6 inh = inhibitors of human caspase-6. hit rate 0.53% among 350,000. inhibition, % at 12.5 µM. AID 686996. purified caspase-6, Z-VEID-R110 cleavage fluorescence. P55212;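 active means mean inhibition across replicates at least about 35%, with every replicate also reaching that limit, limit read from the data; inconclusive means only one of the two criteria met; inactive means neither criterion met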;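 further: 0% = median of neutral control wells and 100% = no fluorescence left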
Target sequence (P55212 24-179 limits assumed): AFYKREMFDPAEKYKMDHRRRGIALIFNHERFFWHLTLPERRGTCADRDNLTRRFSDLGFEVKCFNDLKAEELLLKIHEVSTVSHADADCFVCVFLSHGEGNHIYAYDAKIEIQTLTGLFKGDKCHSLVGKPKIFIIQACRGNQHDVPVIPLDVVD
Target sequence (P55212 194-293 limits assumed): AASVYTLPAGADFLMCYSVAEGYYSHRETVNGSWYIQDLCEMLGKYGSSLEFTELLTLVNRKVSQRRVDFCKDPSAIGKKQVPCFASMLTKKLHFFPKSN
DENV2 CPE rescue = protects cells from dengue virus 2 cytopathic effect. DENV2-infected cells, cytopathic effect rescue, plate reader. hit rate 1.7% among 350,000. CPE inhibition, % at 9.99 µM; in the data active means CPE inhibition above about 20%, passing the limit was not always enough; inconclusive means no clear call, values can overlap the other calls; tested in BHK-21 cells;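 further: 0% = median of neutral control wells and 100% = median of positive control wells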
INS-1E GSIS act = GLuc luminescence reporter in INS-1E cells, primary screen for activators of glucose-dependent secretion of insulin; INS-1E GLuc reporter insulin secretion, 2-3 h; activation, % at 16.6 µM; hit rate 0.61% among 370,000; AID 743287;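 active means lowest replicate activation of at least 40%, so every replicate reaches that level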;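 further: 0% = median of neutral control wells and 100% = median of IBMX positive control wells; some compounds called inactive have numbers as strong as hits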
An asterisk follows results filed as active; ? = inconclusive; nt = not tested or not shown; & = joins results of further samples.

SMILES	CFTR F508del cor	RAD52 inh	RAD54 inh	E-sel inducer	XiGFP reactiv	Casp6 inh	DENV2 CPE rescue	INS-1E GSIS act
O=C(NCC1(c2ccccc2)CCCC1)c1ccccc1	-0.5	-11	nt	nt	0.1	-2	-3	-4
CCn1c(SCC(=O)NCCCN2CCCC2=O)nnc1-c1cccc(C)c1	-0.1	-7	-5	0.6	0.1	-9	nt	-1
O=C(C[C@H]1C[C@H]2c3cc(NC(=O)Nc4ccc(C(F)(F)F)cc4)ccc3O[C@H]2[C@H](CO)O1)NCC1CC1	0.3	-10	3	-0.2	0.2	2	-2	5
O=c1onc(-c2ccc(Cl)cc2Cl)n1-c1cccnc1	-3.0	0	-7	0.2	0.0	-1	4	nt
COc1ccc(CNC(=O)CCCC(=O)Nc2cccc(Br)c2)cc1	-1.2	-3	2	nt	0.2	-1	-4	-14
C[C@]12CCC3C(CC=C4C[C@@H](O)CC[C@@]43C)C1CCC2[C@]1(C)CCC(=O)O1 (some centres not stated)	2.4	-10	1	nt	0.0	-3	5	-2
COc1ccc2cc(C3CC=C(COC(C)=O)CN3S(=O)(=O)c3ccccc3[N+](=O)[O-])n(C(=O)OC(C)(C)C)c2c1 (configuration not stated)	0.6	-1	nt	-0.7	0.3	1	6	-27
O=C(COc1ncnc2cc([N+](=O)[O-])ccc12)NC1CCCCC1	-1.4	-17	1	4.4	nt	6	-3	-8
C[C@@H]1CCCCO[C@@H](CN(C)S(=O)(=O)c2ccc(F)cc2)[C@@H](C)CN([C@@H](C)CO)C(=O)c2cc(NS(=O)(=O)c3ccc(F)cc3)ccc2O1	3.1	nt	-8	-0.2	0.0	nt	-7	-2
O=C(Nc1ccc(F)cc1)N1CC(=O)N2[C@H](C1)[C@@H](c1ccc(C#CC3CC3)cc1)[C@@H]2CO	1.4	-21	nt	-0.4	0.0	2	0	-21
O=C(CCNS(=O)(=O)c1ccccc1)Nc1ccccc1	-2.5	-2	-3	nt	0.0	1	2	-8
CCn1cc(S(=O)(=O)NCCc2ccc(OC)c(OC)c2)cn1	-6.4	-11	-8	0.2	0.0	-5	-2	48*
CCNc1nc(Oc2ccc(OC)cc2)cc(C(F)(F)F)n1	2.6	-13	0	1.5	0.1	-3	-9	9
COc1cccc(CNC(=O)Cn2ncc3c(=O)oc4ccccc4c32)c1	-0.9	0	4	1.9	0.0	-3	-5	10
CC1=C(C(=O)N(C(C)C)C(C)C)CC(CC(=O)NCCc2ccccn2)C(=O)N1Cc1ccccc1 (configuration not stated)	4.1	-17	-10	7.2	0.3	-3	-2	-5
Nc1c(-c2ccccc2)cnn1-c1cccc(Cl)c1	-2.8	-8	-11	nt	0.1	2	1	-10
Cc1cc(C(=O)Nc2ccc3c(c2)C(=O)N(C)[C@H]2CC[C@H](CC(=O)NCc4ccc(-c5ccccc5)cc4)O[C@H]2CO3)no1	nt	8	-1	0.5	0.0	1	-1	1
Nc1cc(=O)[nH]c(SCC(=O)Nc2cccc(S(=O)(=O)N3CCCCC3)c2)n1	-2.5	-9	nt	nt	0.0	1	10	6
COc1ccc(-c2c(-c3cc(OC)cc(OC)c3)n(C)c3ccc(-c4ccc(SC)cc4)cc23)cc1	-0.4	-5	0	-0.3	-0.4	2	2	-8
CN(CCC#N)C(=O)COC(=O)c1nn(-c2ccccc2)c(=O)c2ccccc12	1.9	8	nt	-1.7	0.0	-1	9	7
O=C(Cc1c[nH]c2ccccc12)Nc1ccccc1N1CCOCC1	-3.9	-33	4	nt	0.3	2	-3	2
O=C(N[C@@H]1C/C=C\C[C@@H](CC(=O)N(CCO)Cc2ccccc2)C(=O)NC[C@H](c2ccccc2)OC1=O)OCC1c2ccccc2-c2ccccc21	1.7	-16	-4	-0.1	-0.4	0	-7	3
O=C(Cc1ccccc1)NNC(=O)Nc1ccccc1	1.2	-3	nt	-0.3	0.1	3	8	5
Cc1ccc(S(=O)(=O)N2CCOCC2)cc1C(=O)Nc1ccccc1N1CCOCC1	-3.6	-2	6	nt	0.0	-1	8	6
CN1c2ccc(-c3ccccc3)cc2[C@@H]2[C@@H](CCN2C(=O)c2ccccc2)[C@@H]1CO	-1.9	12	5	0.2	-0.1	4	-21	-11
CNC[C@@H]1Oc2ccc(NC(=O)Cc3cn(C)c4ccccc34)cc2C(=O)N([C@@H](C)CO)C[C@H]1C	5.4	6	9	0.0	-0.2	-4	7	24
N#Cc1ccc(-c2ccc(C3[C@@H]4CN(C(=O)C5CC5)C[C@H]3N4)cc2)cc1 (some centres not stated)	-6.1	17	nt	-0.1	0.0&0.0	-1	-10	22&-24
COc1cccc(CNS(=O)(=O)c2ccc3c(c2)N(C(C)=O)CCS3)c1	-1.4	-34	0	0.0	0.0	-1	14	3
Cc1ccc(-c2c(C(=O)N/N=C/c3ccc(C)o3)nnn2-c2nonc2N)cc1	0.5	-8	-10	nt	0.0	-7	3	-8
CN1OC[C@@H]2CN[C@H](c3ccc(-n4ccnc4)cc3)C[C@@H]21	-3.5	-8	nt	0.3	0.3	-5	-4	25
COc1ccccc1CN1CC[C@@H]2[C@H](CO)Nc3ccc(-c4cccc(C(=O)N(C)C)c4)cc3[C@@H]21	2.8	-59	-6	-0.4	0.1	8	9	6
COc1ccc(NC(=O)CC(C)=O)c(OC)c1	2.8	-8	nt	0.5	-0.1	1	-4	7
CN(c1ccccc1)S(=O)(=O)c1cccc(NS(=O)(=O)c2cccc(C(=O)O)c2)c1	-3.2	-21	6	-0.4	0.2	-1	?	0
C[C@@H]1CN([C@@H](C)CO)S(=O)(=O)c2ccc(-c3ccc(C(=O)N(C)C)cc3)cc2O[C@H]1CN(C)C(=O)C1CCOCC1	0.3	-8	-5	0.9	0.0	-1	0	10
NS(=O)(=O)c1ccc(NC(=O)COC(=O)C23CC4CC(CC(C4)C2)C3)cc1	0.7	-18	nt	nt	0.0	-4	-12	-11
O=C1OC(c2ccccc2)(c2cc(Br)c(O)c(Br)c2)c2ccccc21 (configuration not stated)	-1.7	-13	4	-0.2	0.1	3	-7	-35
O=C(CS(=O)(=O)c1ccc2ccccc2c1)N1CCCCCC1	0.4	13	nt	0.2	0.0	-2	1	-2
CC(C)=CCc1cc([C@@H]2CC(=O)c3ccc(O)c(CC=C(C)C)c3O2)ccc1O	2.6	-15	0	nt	nt	-3	16	3
COc1cccc(NC(=O)Nc2nnc(CC(=O)Nc3ccccc3)s2)c1	0.0	-29	2	1.0	0.4	2	8	-10
COc1ccc(-n2c(Cc3cccn3C)nnc2SCC(=O)Nc2ccc3c(c2)OCO3)cc1	2.9	-20	-13	0.2	0.3	3	0	0
N#Cc1ccccc1/C=C/C(=O)N1CCOCC1	-1.2	-8	nt	0.0	0.0	-3	2	25
COc1ccc(NC(=O)C2(C)Cc3c(-c4cccc(C(N)=O)c4)ccnc3O2)cn1 (configuration not stated)	2.1	-33	-8	0.4	0.1	1	?	1
CN(C)CC#Cc1ccc([C@H]2[C@@H](CO)N3CCCCN(C(=O)CN(C)C)C[C@@H]23)cc1	-1.2	48	-15	0.2	0.2	3	-4	3
N/C(=N\OC(=O)COc1ccc(Br)cc1Cl)c1ccncc1	1.8	-15	nt	1.3	0.1	-4	11	4
COc1ccc(CN(CCNC(=O)CCCCC(=O)NCCN(Cc2ccc(OC)cc2)C(C)C)C(C)C)cc1	0.0	-14	nt	nt	0.2	-1	30*	16
CCN(CC)CCCN=Cc1c(O)n(-c2cccc(C)c2)c(=O)c2ccccc12	0.6	-18	15	1.9	?	-6	7	8
NCCNC[C@@H]1COC2(CCCCCCCCCCC2)O1	-4.5	-64	4	nt	0.0	-81	?	103
Cc1noc(C)c1NC(=O)N(C)C[C@@H]1Oc2ncc(C3=CCCC3)cc2C(=O)N([C@H](C)CO)C[C@@H]1C	0.6	6	-2	-0.1	0.7	0	7	1
O=C(C[C@@H]1C[C@@H]2c3cc(NC(=O)Cc4ccncc4)ccc3O[C@@H]2[C@H](CO)O1)NCc1ccc2c(c1)OCO2	-0.7	-21	7	0.0	0.0	2	-4	-37
CCOc1ccc2nc(Cl)sc2c1	0.0	-18	nt	nt	0.3	-4	1	-11
COc1ccc(OC)c2nc3c(cc12)CCC3	1.2	-11	10	0.0	0.1	1	-7	11
C[C@H]1CN([C@@H](C)CO)C(=O)c2cc(C#CC3CCCCC3)cnc2O[C@H]1CN(C)Cc1cncnc1	0.5	27	6	0.1	-0.9	1	8	7
O=C(c1cc(-c2cccnc2)nc2ccc(Cl)cc12)N1CCN(S(=O)(=O)c2cccs2)CC1	0.8	-51	0	0.1	0.3	0	-6	17
COc1ccc(C(=O)N2C[C@H]3[C@@H](c4ccccc42)[C@@H](CO)N3Cc2ccc3c(c2)OCO3)cc1	-2.8	-17	-1	0.0	0.0	-2	7	-6
O=C(CN1CCN(c2ccccc2O)CC1)Nc1ccc(S(=O)(=O)N2CCCCCC2)cc1	0.3	-6	-6	0.6	-0.1	-2	-10	-8
CC(C)CC(=O)Nc1c(C(=O)N2CCN(Cc3ccccc3)CC2)oc2ccccc12	2.9	-1	2	0.2	-0.1	nt	0	-15
O=C(CCn1c(=S)oc2ccccc21)NC1CCCCCC1	-1.3	-5	nt	0.3	0.1	-7	5	10
COc1cccc(NC(=S)N(CCCN2CCCC2)Cc2ccco2)c1	1.9	-14	-2	-2.3	-0.1	-19	-3	12
CN1CCN(C(=O)C[C@@H]2CC[C@H]3[C@@H](COc4ccc(NC(=O)c5cccs5)cc4C(=O)N3C)O2)CC1	-0.5	-9	-1	-0.2	0.0	-2	-1	6
CCOc1ccc(NC(=O)CCC(=O)NNC(=O)Nc2ccc(Cl)cc2)cc1	1.8	-11	nt	nt	0.0	nt	2	-3
Going on with the list:
SMILES	CFTR F508del cor	RAD52 inh	RAD54 inh	E-sel inducer	XiGFP reactiv	Casp6 inh	DENV2 CPE rescue	INS-1E GSIS act
COc1ccc(-c2cnc3c(NC(C)=O)cc(-c4cccc(C(=O)NCCN(C)C)c4)cn23)cc1OC	3.1	101*	76*	0.0	0.0	-115	2	49
CC(C)(C)c1ccc(C(=O)OCc2c(-c3ccccc3)ncc3ccccc23)cc1	4.3	-1	-8	nt	0.0	0	-4	-12
CC(C(=O)NCCS(=O)(=O)c1ccc(Br)cc1)S(=O)(=O)c1ccc(Cl)cc1 (configuration not stated)	-0.9	2	-9	0.3	0.0	1	3	-8
COc1ccccc1-n1cc(CN2CCN(CC=C(C)C)C(CCO)C2)cn1 (configuration not stated)	0.4	-6	1	-0.2	0.0	1	nt	5
CO[C@H]1CN(C)C(=O)c2ccc(NC(=O)c3ccc(F)cc3)cc2OC[C@@H](C)N(C(=O)CC2CC2)C[C@@H]1C	-1.2	3	-1	0.0	-0.1	1	1	-13
CC(=O)Nc1ccc(S(=O)(=O)Nc2nccc(/C=C/c3ccc(Cl)cc3)n2)cc1	nt	-2	nt	-0.6	0.6	2	3	15
COc1ccc(S(=O)(=O)N(C)C[C@H]2Oc3ccc(NS(=O)(=O)c4ccccc4)cc3CC(=O)N([C@H](C)CO)C[C@@H]2C)cc1	-1.0	-16	-9	0.2&0.0	0.3&0.2	-5	-16	0&5
